Assay outcomes from PubChem.
DYRK1A inh – blocks rat Dyrk1A kinase activity; Q63470; ADP-Glo luminescence, NFATc1 peptide; inhibition, % at 12.5 µM; 0.43% of 310,000 active; in the data active means inhibition above about 50%;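 further: plate controls were vehicle with enzyme for no effect and no enzyme for full effect; many of its hits are not listed in these tables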
KCNK3 inh – human KCNK3 channel inhibition, primary screen. CHO-KCNK3 thallium flux, FluxOR fluorescence; stronger effect = lower value. B-score at 10 µM. 0.84% of 340,000 active;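 active means B-score under library mean minus 4 SD, starting fluorescence ratio at most library mean plus 5 SD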;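 further: more negative B-score means stronger inhibition of thallium flux through KCNK3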
Target sequence (O14649 whole entry, looked up): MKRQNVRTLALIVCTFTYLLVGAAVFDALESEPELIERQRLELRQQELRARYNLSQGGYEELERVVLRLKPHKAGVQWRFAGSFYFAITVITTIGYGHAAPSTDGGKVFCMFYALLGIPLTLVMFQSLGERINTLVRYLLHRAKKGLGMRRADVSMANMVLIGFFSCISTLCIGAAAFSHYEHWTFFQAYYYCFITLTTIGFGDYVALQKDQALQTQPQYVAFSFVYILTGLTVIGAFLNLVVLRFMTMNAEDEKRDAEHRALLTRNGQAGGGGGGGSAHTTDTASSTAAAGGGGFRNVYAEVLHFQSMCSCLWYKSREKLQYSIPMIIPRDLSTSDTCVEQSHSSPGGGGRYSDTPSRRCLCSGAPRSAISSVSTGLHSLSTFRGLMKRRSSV
The depositor's hits bear a star; i = inactive.

KCNK3 inh	DYRK1A inh	molecule
i	7	CN(C(=O)c1ccc(NC(=O)Cc2cccc(NC(=O)C3CCN(C(=O)CCc4ccccc4)CC3)c2)cc1)C1CCCC1
i	1	CCN(CC)C(=O)c1nc[nH]c1C(=O)N1CCC(C)CC1
i	-1	CC1(C)Cc2cccc(OCC(=O)NCc3ccccc3F)c2O1
i	11	O=C1CC2C(CCC23OCCO3)c2ccc3ccccc3c21 (stereo not drawn)
i	7	CC[C@]12c3[nH]c4ccccc4c3CCN1C(=O)C(CC(=O)NCCCN(C)C)C[C@@H]2C(=O)N1CCN(C(=O)C2CC2)CC1 (stereo partly drawn)
i	3	O=C(NC(=O)c1ccccc1)C1=C(N2CCCC2)COC1=O
i	-3	CCCCC1CC(=O)NC1(C(=O)OCC)C(=O)OCC (stereo not drawn)
i	5	O=C(COC(=O)CSc1ccc(Cl)cc1)Nc1ccccc1
i	6	C[C@H](CO)N1C[C@H](C)[C@@H](CN(C)C(=O)Nc2ccc(C(F)(F)F)cc2)Oc2ccc(NS(=O)(=O)c3cn(C)cn3)cc2C1=O
i	8	CCOc1ccc(-n2c(=O)c3c(C)c(C)sc3n(CC(=O)NCc3ccco3)c2=O)cc1
i	7	COc1ccc(S(=O)(=O)N(C)C[C@H]2Oc3c(NC(=O)C4CCCCC4)cccc3C(=O)N([C@H](C)CO)C[C@@H]2C)cc1
i	5	CCN(CC)C(=O)c1[nH]cnc1C(=O)NCc1ccc(CNC(=O)OC(C)(C)C)cc1
i	-1	O=C1CN(C(=O)COC(=O)CCC(=O)c2ccc(F)cc2)c2ccccc2N1
i	6	CC(C)CC1(C)CNC(=O)NC1
i	0	CN(CC(=O)Nc1ccc(Cl)c(C(F)(F)F)c1)C(=O)C1CCN(C(=O)c2ccc(Cl)cc2)CC1
i	26	Brc1ccc2ncc3ccccc3c2c1
i	0	CCN(CC)S(=O)(=O)c1ccc(/C=C/C(=O)OCC(=O)NC(=O)C2COc3ccccc3O2)cc1 (stereo not drawn)
i	4	S=c1[nH]c2cnc(Cl)nc2[nH]1
i	4	CC(=O)c1ccc(NS(=O)(=O)c2ccc([N+](=O)[O-])cc2)cc1
i	-6	C[C@H]1CN=C(N(C)C)N1CCc1ccc(F)cc1
i	7	N#Cc1c(NCCN)nc(NCc2ccccc2)c2c1CCN(Cc1ccccc1)C2
i	5	Cc1ccc(S(=O)(=O)N[C@H](C(=O)NC2CCC(C)CC2)C(C)C)cc1 (stereo partly drawn)
i	3	CC(C(=O)Nc1ccc(S(=O)(=O)N2CCCC2)cc1)N1CCN(c2ccccc2O)CC1 (stereo not drawn)
i	-1	Cc1occc1C(=O)N1CCN(S(=O)(=O)c2ccc(F)cc2)CC1
i	-3	Cn1nc(C(=O)OCC(=O)Nc2ccc(F)cc2Cl)c2ccccc2c1=O

Pulled by compound from above:
KCNK3 inh	DYRK1A inh	molecule
i	5	O=C(COC(=O)CSc1ccc(Cl)cc1)Nc1ccccc1
i	-1	Cc1occc1C(=O)N1CCN(S(=O)(=O)c2ccc(F)cc2)CC1
i	8	CCOc1ccc(-n2c(=O)c3c(C)c(C)sc3n(CC(=O)NCc3ccco3)c2=O)cc1
i	5	CCN(CC)C(=O)c1[nH]cnc1C(=O)NCc1ccc(CNC(=O)OC(C)(C)C)cc1
i	-1	O=C1CN(C(=O)COC(=O)CCC(=O)c2ccc(F)cc2)c2ccccc2N1
i	-6	C[C@H]1CN=C(N(C)C)N1CCc1ccc(F)cc1

Another view of part of the listing above:
Brc1ccc2ncc3ccccc3c2c1
  KCNK3 inh: i | DYRK1A inh: 26
CCN(CC)S(=O)(=O)c1ccc(/C=C/C(=O)OCC(=O)NC(=O)C2COc3ccccc3O2)cc1 (stereo not drawn)
  KCNK3 inh: i | DYRK1A inh: 0

Returning to the listing with the 4 entries that preceded the break.
KCNK3 inh	DYRK1A inh	molecule
i	5	Cc1ccc(S(=O)(=O)N[C@H](C(=O)NC2CCC(C)CC2)C(C)C)cc1 (stereo partly drawn)
i	3	CC(C(=O)Nc1ccc(S(=O)(=O)N2CCCC2)cc1)N1CCN(c2ccccc2O)CC1 (stereo not drawn)
i	-1	Cc1occc1C(=O)N1CCN(S(=O)(=O)c2ccc(F)cc2)CC1
i	-3	Cn1nc(C(=O)OCC(=O)Nc2ccc(F)cc2Cl)c2ccccc2c1=O
i	6	COc1cc2nc(CN3CCN(S(=O)(=O)c4ccccc4)CC3)[nH]c(=O)c2cc1OC
i	-4	CC(C)CC(CO)N1CCN(C(=O)c2ccc(C(C)(C)C)cc2)CCC1=O (stereo not drawn)
i	-2	N=c1c(S(=O)(=O)c2ccccc2)cc2c(=O)n3ccccc3nc2n1C1CCCCC1
i	6	O=C(COc1ccc(-c2nnco2)cc1)Nc1ccc(F)c(Cl)c1
i	0	O=C(Nc1ccc(C(F)(F)F)cc1[N+](=O)[O-])O[C@H]1[C@H](Cc2ccccc2)NS(=O)(=O)[C@H]2C[C@@H]3C=C[C@]12O3
i	8	CCCn1c(SCC(=O)NC(=O)NCc2ccccc2)n[nH]c1=O
i	11	c1ccc(CCNc2ccc3c(c2)Cc2ccccc2-3)nc1
i	-3	Cc1ccccc1OCC(=O)OCC(=O)NCc1ccccc1Cl
i	-3	COc1cc(NCC(=O)Nc2cccc(S(=O)(=O)N3CCCCC3)c2)cc(OC)c1OC
i	-4	CC(C)Oc1ccc(S(=O)(=O)N2CCOCC2)cc1NC(=O)CN1C(=O)c2ccccc2C1=O
i	12	O=C1c2ccccc2-c2c1c1ccccc1c(=O)n2CCO
i	-1	CCc1nn2c(=O)c(S(=O)(=O)Nc3ccc(C(C)C)cc3)c(C)nc2s1
i	7	CCC(C(=O)OC(C)C)c1ccc2ccccc2c1 (stereo not drawn)
i	1	CCCN(CC(=O)Nc1cc(Cl)ccc1Cl)C(=O)c1ccc2n[nH]nc2c1
i	8	C=CC[C@@H](Cc1ccc(F)cc1)C(=O)OC[C@H]1CCCN1C(=O)[C@@H](CC=C)CC(=O)N[C@H](CO)Cc1ccccc1
i	-3	COc1ccc(NC(=O)COC(=O)c2ccc3c(c2)OCO3)c(OC)c1
i	-2	CCCC(CNC(=O)COC(=O)C1=NNC(=O)CC1)c1ccc(Cl)cc1Cl (stereo not drawn)
i	-3	COc1cc2cc(CCCOC(=O)CCCC(=O)O)oc(=O)c2cc1OC
i	11	Cc1cccc(NC(=O)CN2CCN(C(=O)C3CCC3)CC2)c1C
i	1	CC12CCC(O)CC1=CCC1C2CCC2(C)C3=NN=CC3CC12 (stereo not drawn)
i	-3	CCCCC1(C)NC(=O)N(CC(=O)N2CCc3ccccc32)C1=O (stereo not drawn)
i	4	CN(Cc1ccccc1Cl)C(=O)C1CC(=O)N(c2ccc3c(c2)OCCO3)C1 (stereo not drawn)
i	-2	COc1ccccc1/C=C1\CCCC2=C1Nc1nnnn1C2c1ccccc1OC (stereo not drawn)
i	-4	Cc1noc(C)c1COc1ccc(C(=O)N2CCN(S(=O)(=O)c3ccc(F)cc3)CC2)cc1
i	-1	O=C1C=C(c2ccc(-c3ccccc3)c(F)c2)C[C@@H](c2ccc(Cl)cc2)C1

Remaining list, next part
KCNK3 inh	DYRK1A inh	molecule
i	3	Nc1o[nH]c(=O)c1C1CCCCC1
i	3	CC(C)C[C@H]1CN=C(Nc2ccccc2)N1CCC(C)c1ccccc1 (stereo partly drawn)
i	-1	O=C(Nc1ccc2c(c1)OCO2)c1cnn2c(C(F)(F)F)cc(-c3ccco3)nc12
i	-1	COc1ccccc1NS(=O)(=O)c1ccc(C(=O)NCC(c2ccccc2OC)N2CCCC2)cc1 (stereo not drawn)
i	1	C[C@@H](C(=O)N=c1sc2ccccc2n1C)N1C(=O)C2CC=CCC2C1=O (stereo partly drawn)
i	1	CCCC(=O)Nc1cc(S(=O)(=O)N2CCOCC2)ccc1N1CCCCC1
i	0	CC(C)C(NC(=O)c1ccc(F)cc1)C(=O)N1CCN(C(=O)c2ccco2)CC1 (stereo not drawn)
i	-3	O=C(COc1ccc(F)cc1)NCCNC(=O)COc1ccc(F)cc1
i	16	COc1ccc(Nc2nc(-c3c(C)nc4ncccn34)cs2)cc1
i	3	CC(C)(C)OC(=O)C[C@@H]1C/C=C\C[C@@H](CC(=O)NCCO)C(=O)N2CCC[C@H]2COC1=O
i	-6	C=CCCN(Cc1ccccc1)S(=O)(=O)c1cc(Br)ccc1Br
i	1	CCC1CCc2sc(C(=O)NCC(c3ccccc3OC)N3CCCC3)cc2C1 (stereo not drawn)
i	0	CCN(c1ccc(NC(=O)COC(=O)c2ccc([N+](=O)[O-])o2)cc1)C(C)C
i	0	CCCOc1ccc(C(=O)CCC(=O)OCC(=O)N2CCN(S(=O)(=O)c3ccc(C)cc3C)CC2)cc1
i	10	Cc1ccc(NC(=O)/C=C/c2ccc(S(=O)(=O)N3CCOCC3)cc2)cc1S(=O)(=O)N(C)C
i	1	Cc1ccc(S(=O)(=O)Nc2ccccc2/C=N/c2nc3ccccc3n2C(C)C)cc1
i	-1	O=C(NCCc1ccccc1)c1cc([N+](=O)[O-])ccc1N1CCOCC1
i	-4	Cc1cc(C)c(OCC(=O)Nc2ccc(NC(=O)c3ccco3)cc2)c([N+](=O)[O-])c1
i	0	CSCCC(/C(O)=C(\C#N)c1nc2ccccc2[nH]1)N1C(=O)c2ccccc2C1=O (stereo not drawn)
i	0	O=C(NCCCN1C(=O)c2ccccc2C1=O)OCc1ccccc1
i	5	COc1ccc(OC)c(N=Nc2c(O)c3ccccc3[nH]c2=O)c1
i	-5	CC[C@]12c3[nH]c4cc(-c5ccco5)ccc4c3CCN1C(=O)[C@@H](CC(=O)NCCC1=CCCCC1)C[C@@H]2C(=O)N1CCN(C(=O)C2CC2)CC1
i	10	Cc1cc(C)c(S(=O)(=O)/N=C2/C=C(Sc3ncn[nH]3)C(=O)c3ccccc32)cc1C
i	6	O=C(CCc1nc2ccccc2c(=O)[nH]1)N1CCN(S(=O)(=O)c2cc(Cl)ccc2Cl)CC1
i	2	COc1ccc(C(CNC(=O)COc2ccc(F)cc2Cl)N2CCOCC2)cc1 (stereo not drawn)

Continuation:
KCNK3 inh	DYRK1A inh	molecule
i	16	C[C@H](CO)N1C[C@H](C)[C@@H](CN(C)S(=O)(=O)c2ccc(F)cc2)Oc2c(NC(=O)NC3CCCCC3)cccc2C1=O
i	-11	CC[C@]12c3[nH]c4ccc(OC)cc4c3CCN1C(=O)C(CC(=O)NCCCN(C)C)C[C@@H]2C(=O)N1CCN(C(=O)c2ccco2)CC1 (stereo partly drawn)
i	35	CCc1c(Cl)nc(N)nc1Nc1ccccc1C
i	0	Cc1cccnc1NC(=O)CNC(=O)C1CCCCC1
i	1	O=C(Cc1cccs1)N1CCN(S(=O)(=O)c2ccc(F)c(F)c2)CC1
i	-2	COc1cc(C(=O)O/N=C2/C=CC(=O)C(C)=C2C)cc(OC)c1OC
i	-20	Cc1cccc(C(=O)O[C@@H]2[C@H](Cc3ccccc3)NS(=O)(=O)[C@H]3C[C@@H]4C=C[C@]23O4)c1
i	-2	CCCCn1c(=NC(=O)c2ccc3c(c2)OCO3)c(C#N)cc2c(=O)n3cccc(C)c3nc21
i	4	Cc1cc(NC(=O)CON=C(N)CC(=O)Nc2ccccc2Cl)ccc1Br
i	13	Cc1ccc(S(=O)(=O)Nc2c(C)n(C)n(-c3ccccc3)c2=O)cc1C(=O)NCc1ccccc1
i	8	NC(=O)c1ccsc1NC(=O)COC(=O)c1cnccn1
i	-4	CCCCOCC1CC(CC#CCN2CCCCC2)C(=O)O1 (stereo not drawn)
i	4	CN(C)S(=O)(=O)c1cc(NC(=O)C2=COCCO2)ccc1Cl
i	-5	Cc1ccc(CN(C)C(=O)c2cccc(S(=O)(=O)N3CCc4ccccc43)c2)cc1
i	6	CC(C)C(=O)C1=Cc2cccc([N+](=O)[O-])c2OC1N1CCOCC1 (stereo not drawn)
i	-1	CC(NC(=O)COC(=O)C1CC1C)c1ccccc1 (stereo not drawn)
i	-1	CC(C(C(=O)N1CCCCC1)N1CCCCC1)N1CCCCC1 (stereo not drawn)
i	4	Cc1cc(=O)[nH]c(SCC(=O)Nc2cccc(S(=O)(=O)N3CCOCC3)c2)n1
i	4	COC(=O)c1ccc(CNC(=O)Cn2cnc3c(OCc4ccccc4)ncnc32)cc1
i	0	CSCCC(NC(=O)c1ccccc1Cl)C(=O)NCC(c1ccc(F)cc1)N1CCOCC1 (stereo not drawn)
i	2	Cc1cccnc1NC(=O)CNC(=O)c1ccccc1
i	0	Cc1cc(NC(=O)C2CCC2)n(-c2ccccn2)n1
i	14	CN1CCN(c2ccc(NC(=O)c3ccc(-c4ccccc4F)o3)cc2)CC1
i	4	CCOC(=O)c1ccc(NC(=O)c2nc[nH]c2C(=O)NCCCCNC(=O)c2[nH]cnc2C(=O)Nc2ccc(C(=O)OCC)cc2)cc1
i	4	CN(C(=O)COC(=O)c1ccccc1C(=O)c1ccccc1)c1ccccc1

Next section.
KCNK3 inh	DYRK1A inh	molecule
i	-3	Cc1cc(-c2nnc3n2N=C(C(C)(C)C)CS3)n[nH]1
i	-2	Cc1ccnc2nc(C(=O)OCC(=O)N(CC(C)C)C3CCS(=O)(=O)C3)nn12 (stereo not drawn)
i	-3	COc1ccc(NC(=O)COC(=O)CN2C(=O)C3CCCCC3C2=O)cc1OC (stereo not drawn)
i	-2	Cc1cc(C)cc(C(=O)OCC(=O)NC(=O)NC2CCCC2)c1
i	-1	CC(=O)N1CCN(C(=O)CNC(=O)c2ccc(C)s2)CC1
i	-1	CC(OC(=O)c1ccc(O)cc1)C(=O)Nc1ccc(Oc2ccccc2)cc1 (stereo not drawn)

The list is partial (hit frequency here may not be typical).
